Epigenetic reg = epigenetic control regulation, reporter derepression. Potency, µM (doses to about 53.9 µM), for inactives: top-dose GFP activation, actives largely listed as activators. murine LDR cells, GFP reporter derepression, 30 h. AID 1865. 280,000 compounds, 0.2% hits; note: potency is the fitted concentration of half-maximal effect; % of control where 0% means no effect; nearly all actives have a fitted effect of over 60% in size
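In this reporter-derepression format, murine cells bearing a silenced integrated CMV-GFP locus incubate with test compound (30 h, 37 C), then are washed and imaged; fluorescent objects of 20–120 um count as induced cells.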
L3MBTL1 inh = L3MBTL1 (human) inhibition; AlphaScreen L3MBTL1–H3K9me1 peptide binding; 230,000 compounds, 0.66% hits; Potency, µM (top dose mostly 57.1 µM), inactives show at the top dose activity, negative = inhibition, most hits filed as inhibitors; Q9Y468; note: potency is the fitted concentration of half-maximal effect; % is set by controls: 0 for no effect and ±100 for the full control effect; nearly all actives have a fitted effect of over 60% in size
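L3MBTL1 (50 nM) pre-complexed 30 min with biotinylated H3(1-15)K9me1 peptide (75 nM), then compounds added for 30 min at room temperature; AlphaScreen streptavidin donor/nickel chelate acceptor beads (10 ug/mL final) read after 30 min dark incubation.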
IMPase Li inh = IMPase inhibition in cells with lithium potentiation; CHO-M1 cells, IP1 TR-FRET (IP-One), carbachol + lithium; Potency, µM (doses to about 59.4 µM), inactives show at the top dose activity, negative = IMPase inhibition, actives largely listed as inhibitors; 210,000 compounds, 0.35% hits; AID 1457;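 note: IP1 builds up when IMPase is blocked and the TR-FRET signal falls; potency is the fitted concentration of half-maximal effect; plate controls were basal vehicle for no effect and high inhibitor control for full effect; nearly all actives have a fitted effect of over 50% in size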
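Readout is a homogeneous TR-FRET IP1 immunoassay (Ex 320, Em 665 and 620), where raised cytosolic IP1 lowers signal. Cells were CHO-M1 treated 30 min at 37C with test compounds plus a little lithium; AC50 values came from Hill-equation fitting.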
HTT aggregate = inhibitors of mutant huntingtin aggregate formation in PC12 cells. PC12 HttQ103-GFP aggregates, Acumen cytometry, 40 h. Potency, µM (titrated, usually from 46.1 µM), inactives show top-dose activity change, negative = inhibition, usual class: inhibitors. 220,000 compounds, 1.1% hits. AID 1688; note: potency is the fitted concentration of half-maximal effect; % is set by controls: 0 for no effect and ±100 for the full control effect; nearly all actives have a fitted effect of over 60% in size
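Using laser scanning cytometry, GFP-positive aggregates were counted after lysis of PC12 cells induced with 100 nM tebufenozide to express HTT exon 1 Q103–GFP. Compounds were tested in titration.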
NPSR antag = blocks cAMP signaling of the human neuropeptide S receptor. Potency, µM (series often up to 38.3 µM), inactives show top-dose activity change, negative = inhibition, usual class: inhibitors. CHO-NPSR cells, cAMP TR-FRET, antagonist mode. 220,000 compounds, 1% hits. Q6W5P4; note: potency is the fitted concentration of half-maximal effect; % is set by controls: 0 for no effect and ±100 for the full control effect; nearly all actives have a fitted effect of over 50% in size; many of its hits are not listed in these tables
Target sequence (Q6W5P4 whole entry, looked up): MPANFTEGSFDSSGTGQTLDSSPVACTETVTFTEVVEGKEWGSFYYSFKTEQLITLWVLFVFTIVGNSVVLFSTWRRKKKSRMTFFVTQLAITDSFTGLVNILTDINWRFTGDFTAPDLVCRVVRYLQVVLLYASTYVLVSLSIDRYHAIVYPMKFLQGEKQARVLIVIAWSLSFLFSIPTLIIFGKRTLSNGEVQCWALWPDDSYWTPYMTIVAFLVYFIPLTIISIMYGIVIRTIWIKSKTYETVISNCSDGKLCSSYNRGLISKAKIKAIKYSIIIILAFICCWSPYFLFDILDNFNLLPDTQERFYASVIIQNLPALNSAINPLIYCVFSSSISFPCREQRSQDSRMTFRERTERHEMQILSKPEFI
CBFb-RUNX1 inh = blocks binding between human CBF-beta and RUNX1. Q01196+Q13951. AlphaScreen CBFb-His/RUNX1-biotin binding, biochemical. Potency, µM (top dose mostly 59.8 µM), for inactives: at the top dose activity, negative = inhibition, usual class: inhibitors. 230,000 tested, under 10 active; note: % of control where 0% means no effect
Target sequence (Q01196 whole entry, looked up): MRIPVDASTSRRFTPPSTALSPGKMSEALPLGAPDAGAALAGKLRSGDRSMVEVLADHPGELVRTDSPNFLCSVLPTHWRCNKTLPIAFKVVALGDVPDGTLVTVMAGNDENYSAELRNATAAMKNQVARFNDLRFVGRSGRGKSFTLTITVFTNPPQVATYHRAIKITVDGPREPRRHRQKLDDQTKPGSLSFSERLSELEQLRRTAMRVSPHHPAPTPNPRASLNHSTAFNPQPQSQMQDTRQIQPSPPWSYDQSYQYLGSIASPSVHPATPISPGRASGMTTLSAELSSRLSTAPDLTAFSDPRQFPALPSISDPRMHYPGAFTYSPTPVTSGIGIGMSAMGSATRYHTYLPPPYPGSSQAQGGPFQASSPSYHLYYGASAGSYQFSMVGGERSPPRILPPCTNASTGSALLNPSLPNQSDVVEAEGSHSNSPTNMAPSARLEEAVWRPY
Target sequence (Q13951 whole entry, looked up): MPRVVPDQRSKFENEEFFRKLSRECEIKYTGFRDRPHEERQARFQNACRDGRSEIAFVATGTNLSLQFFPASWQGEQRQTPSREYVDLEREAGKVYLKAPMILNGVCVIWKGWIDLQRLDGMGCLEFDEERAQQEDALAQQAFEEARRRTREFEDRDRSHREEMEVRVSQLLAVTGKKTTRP
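Inhibition was taken as any reduction in AlphaScreen signal from the CBF-beta–RUNX1 pair (His and biotin tags, 30 nM each), measured after compound (15 min) and bead (90 min) incubations at room temperature.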
KinaseGlo FLuc = counter-screen: inhibitors of Kinase-Glo firefly luciferase. AID 1379. Kinase-Glo luciferase, ATP luminescence, 8 min. Q27757. Potency, µM (top dose mostly 38.3 µM), for the others: at the top dose activity change, negative = inhibition, hits mostly inhibitors. 200,000 compounds, 0.28% hits; note: potency is the fitted concentration of half-maximal effect; % is set by controls: 0 for no effect and ±100 for the full control effect; nearly all actives have a fitted effect of over 60% in size
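Recombinant Kinase-Glo luciferase, 10 uM ATP (linear range), luciferin; imidazole pH 7.2 / KCl / MgCl2 / Tween / BSA buffer; 8 min RT; luminescence.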
* marks the source's active call; other numbers are inactive results; ? = inconclusive; / = no result given; [ ] = remark or other dose. Calls come from the whole dose curve; as a rule, active = well fitted curve in the direction sought with a large enough effect; inconclusive = small, poorly fitted or top-dose-only effect, or another doubt; inactive = no such curve, though single readings can be large; an effect the other way counts as inactive or inconclusive. Some of the compounds tested; the hit share may differ from the screen's.

The line under a structure holds: Epigenetic reg | IMPase Li inh | HTT aggregate | KinaseGlo FLuc | CBFb-RUNX1 inh | L3MBTL1 inh | NPSR antag
NC(=O)c1ccsc1NC(=O)C1CC1
  1.3% | / | 25%[9.22 µM] | / | 6% | / | 7%
Cc1ccc(C)c(N(CC(=O)NCc2ccco2)C(=O)CCC(=O)Nc2ccccn2)c1
  1.0% | 2% | -22% | 1% | -15% | -12% | -5%[46.1 µM]
CCOCCCNC(=S)Nc1ccc2nc3n(c(=O)c2c1)CCCCC3
  -1.1% | 5% | -20% | 0% | 13% | -12% | 9%
O=[N+]([O-])c1cccc(/C=C/c2nc3ccc([N+](=O)[O-])cc3[nH]2)c1
  -2.3% | 9%[38.3 µM] | ? | -5% | -21% | -10% | -23%[46.1 µM]
CC(=O)C1=C(O)C(=O)N(CCc2c[nH]c3ccccc23)C1c1ccco1 (stereo unspecified)
  0.8% | -3%[38.3 µM] | ? | -2% | -7% | / | -7%[46.1 µM]
CN(CCc1ccccn1)C(=O)CCC1CCCN(C(=O)c2ccsc2)C1 (stereo unspecified)
  -0.6% | / | 6% | / | -1% | 13% | 1%
O=C(COC(=O)c1ccc(S(=O)(=O)NCc2ccco2)cc1)Nc1ccccc1OC(F)F
  -1.0% | 16% | 2% | -1% | -22% | -17% | 8%[46.1 µM]
CCc1ccccc1NC(=S)N(CCCN1CCOCC1)Cc1ccccn1
  -1.9% | -4% | 14% | -2% | -3% | 4% | 16%
O=C(c1cnsn1)N1CCC(CO)(Cc2cccc(F)c2)CC1
  -5.4% | 2% | 9% | 3% | 7% | -3% | 4%
Cc1cccc(C(=O)O/N=C2/CC3CCC2(C)C3(C)C)c1 (stereo unspecified)
  1.1% | 18% | -6% | -3% | 6% | -12% | ?
CN(C)CCCOC(=O)c1ccccc1
  2.4% | 49%[activator][38.3 µM] | 36% | 0% | -10% | / | -9%[46.1 µM]
COc1ccccc1CNC(=O)Cn1cccc1
  0.0% | -16%[38.3 µM] | 7% | 0% | 0% | / | -27%[46.1 µM]
Cc1ccc(C(O)c2nccn2C)o1 (stereo unspecified)
  0.0% | 2%[38.3 µM] | 33% | -2% | 4% | -7% | 8%[46.1 µM]
Cc1ccc(N2C(=O)N(CC(=O)c3cc(C)ccc3C)C(=O)C2C)cc1 (stereo unspecified)
  1.3% | 0% | 11% | 3% | 0% | 4% | -19%[46.1 µM]
Cc1[nH]c2ccc(Cl)cc2c(=O)c1CN1CCCC1
  ? | 4% | 15%[9.22 µM] | -2% | -6% | -12% | 6%
Cc1c(S(=O)(=O)Nc2ccc3c(c2)OCCO3)cnn1C
  -0.2% | 10% | -3% | / | -1% | / | 18%
O=C(Cc1c[nH]c2ccccc12)N/N=C/c1ccccc1O
  -0.3% | / | -17%[9.22 µM] | / | -17% | -15% | 2%
CC(=O)NC(CCS(C)(=O)=O)C(=O)Nc1cccc(Cl)c1Cl (stereo unspecified)
  0.0% | -8%[38.3 µM] | 0% | -1% | 10% | -2% | 1%[46.1 µM]
COc1ccc(NC(=O)c2ccc(N(C)S(C)(=O)=O)cc2)cc1OC
  -1.0% | 24%[38.3 µM] | -8% | -5% | 2% | / | -4%[46.1 µM]
O=C(COC(=O)/C=C/c1ccco1)Nc1ccccc1
  -2.8% | 11% | 12% | -1% | -20% | ? | 0%
c1coc(CN2CCN(C(c3cccs3)c3nnnn3C3CCCC3)CC2)c1 (stereo unspecified)
  0.0% | -4%[38.3 µM] | 10% | 1% | 3% | 7% | -7%[46.1 µM]
Cc1cc(NC(=O)c2cc(-c3ccc(C)s3)nc3ccccc23)no1
  ? | ? | -1% | -9% | -2% | / | -17%[46.1 µM]
Cc1ccccc1NC(=O)COC(=O)c1cccnc1
  0.0% | 9% | / | -8% | -2% | -6% | 7%
CN=c1scc(C)n1/N=C/c1cc(Br)c(O)c(OC)c1
  -4.5% | 15% | 5% | -2% | -17% | -6% | -5%
c1ccc(Oc2ccc3ccccc3n2)cc1
  -2.6% | -7% | -23% | -6% | 15% | / | 8%
COC(=O)C(Cc1ccccc1)NC(=O)CNS(=O)(=O)c1ccc(Br)cc1 (stereo unspecified)
  0.0% | 0% | -9% | 0% | -11% | -24% | -5%
O=C(CSc1nnc(NC(=O)c2ccco2)s1)NCc1ccc2c(c1)OCO2
  1.3% | 4% | ? | 1% | 24% | 4% | 15%
COc1ccc(S(=O)(=O)N(C)CC(=O)NC2CCCCC2)cc1Cl
  2.5% | 42%[38.3 µM] | 3% | -3% | 6% | / | -14%[46.1 µM]
CCN1CCN(C(=O)c2ccccc2NS(=O)(=O)c2ccc(Cl)cc2)CC1
  -1.4% | 11% | 9% | -1% | 1% | 0% | 6%
COc1ccc(F)cc1S(=O)(=O)Nc1cccc(C(=O)O)c1
  1.3% | -7% | -5% | 1% | 2% | 2% | 4%
CCOC(=O)N1CCC(NC(=O)C2CCN(S(=O)(=O)c3cnc[nH]3)CC2)CC1
  0.9% | 21%[38.3 µM] | -9% | 4% | 2% | / | -2%[46.1 µM]
CCCCCCOc1ccc(OCC(O)CN2C(=O)NC(C)(C)C2=O)cc1 (stereo unspecified)
  0.0% | 16%[38.3 µM] | -6% | -5% | 10% | / | -16%[46.1 µM]
Cc1ccc2cc3c(NC(=O)C(C)C)nn(C)c3nc2c1
  5.0% | / | -13% | / | -2% | 15% | -6%[46.1 µM]
CCn1nc(NC(=O)c2ccccn2)c2cc3cccc(C)c3nc21
  ? | -3%[38.3 µM] | -12% | -2% | ? | 16% | -6%[7.67 µM]
CC(OC(=O)c1cc2c(s1)CCCCC2)C(=O)NC(N)=O (stereo unspecified)
  0.0% | 9% | 15% | -1% | 1% | -1% | 14%
CCC(=O)Nc1ccccc1Oc1ccccc1
  -2.1% | -5%[38.3 µM] | 0% | 3% | 10% | 21%[11.4 µM] | -1%[46.1 µM]
Cc1[nH]c2ccccc2c1/C=N/NC(=O)c1cccc(S(=O)(=O)Nc2ccccc2Cl)c1
  1.0% | -1% | 2% | 5% | -15% | -11% | -10%[46.1 µM]
O=C(c1cccs1)N1CCN(c2ccc(F)cc2)CC1
  -2.9% | 34%[38.3 µM] | 10% | -5% | 1% | / | -15%[46.1 µM]
CC1Cc2ccccc2N1C(=O)Cn1cc([N+](=O)[O-])cn1 (stereo unspecified)
  -1.4% | -12%[38.3 µM] | -3% | -1% | 1% | 3% | -6%[46.1 µM]
O=C(Nc1ccccc1C(=O)NC(Cc1c[nH]c2ccccc12)C(=O)O)c1ccccc1 (stereo unspecified)
  1.6% | / | -20%[9.22 µM] | / | -5% | 3% | -8%
Cc1ccc(NC(=O)c2cc3c(s2)CCC3)cc1S(=O)(=O)N1CCOCC1
  0.0% | 25%[38.3 µM] | ? | -2% | -1% | / | -23%[46.1 µM]
COc1ccc(OC)c(NC(=O)CSc2nnc(Cn3c(=O)sc4ccccc43)n2C)c1
  1.0% | 16% | -23% | 1% | 0% | 4% | 0%[46.1 µM]
Cc1ccc(C)c(OCc2ccc(C(=O)NN)o2)c1
  6.4% | / | -1%[9.22 µM] | / | 6% | 1% | -11%
CC(C)(C)C1=C(C#N)C(c2ccc3c(c2)OCO3)C(C#N)=C(N)O1 (stereo unspecified)
  2.4% | -4%[38.3 µM] | 13% | -2% | -11% | -6% | -20%[46.1 µM]
CCOC(=O)C(CC)n1cnc2sc3c(c2c1=O)CCC3 (stereo unspecified)
  -2.0% | -11%[38.3 µM] | -3% | -5% | 2% | -2% | -5%[46.1 µM]
CCOC(=O)Cc1[nH]nc2c1C(c1cccc(OC)c1OC)C(C#N)=C(N)O2 (stereo unspecified)
  -0.8% | -5%[38.3 µM] | -2% | -6% | 7% | 6% | -6%[46.1 µM]
Cn1cc(Br)c(C(=O)NNC(=O)Nc2ccccc2C(F)(F)F)n1
  1.1% | 6% | / | -3% | -1% | 0% | 7%
CC(=O)Nc1ccc(S(=O)(=O)Nc2cccc(-c3cn4cccnc4n3)c2)cc1
  7.9% | -6% | -4% | / | 9% | / | 1%
COCc1cc(=O)[nH]c(Nc2nc(C)c3cc(OC)ccc3n2)n1
  -3.8% | 19%[38.3 µM] | -6% | -1% | -5% | / | -4%[46.1 µM]
CCOC(=O)c1oc2nc(C(C)C)c3c(c2c1N)CC(C)(C)OC3
  -0.7% | -18%[38.3 µM] | -8% | -2% | 4% | -5% | -1%[46.1 µM]
Cc1cccc(NC(=O)c2cccc(C(F)(F)F)c2)c1
  -2.4% | -3% | ? | -9% | 7% | 22% | -27%
Clc1cc2c(cc1/C=N/Nc1nc(N3CCOCC3)nc(N3CCOCC3)n1)OCO2
  2.7% | 8% | 9% | 1% | -7% | / | -14%
Cc1ccc(SCc2[nH]nc3c2C2(C(=O)N(C)c4ccccc42)C(C#N)=C(N)O3)cc1 (stereo unspecified)
  -1.0% | 7%[38.3 µM] | ? | -3% | -1% | / | -21%[46.1 µM]
Cn1c(C2CC(=O)N(Cc3ccccc3)C2)nc2ccccc21 (stereo unspecified)
  -0.8% | 24%[38.3 µM] | 1% | 6% | 16% | 5% | -5%[46.1 µM]
COc1ccc(N2CCN(Cc3cc(=O)oc4cc(C)c(Cl)cc34)CC2)cc1
  1.1% | 26%[38.3 µM] | -14% | 0% | 1% | / | -15%[46.1 µM]
Fc1ccc(NC(=S)N2CCc3[nH]c4ccccc4c3C2)cc1
  -0.3% | / | 9%[9.22 µM] | / | -4% | -9% | 12%
Cn1c(-c2cccc([N+](=O)[O-])c2)cnc1NCc1ccc(C#N)cc1
  -3.8% | 15% | -4%[9.22 µM] | 13% | -6% | -20% | -7%
CCN(CC)CCSc1nc2ccc(OC)cc2[nH]1
  0.5% | / | 3%[9.22 µM] | / | -1% | -18% | -18%
O=C(N/N=C/c1ccccc1)c1sccc1OCc1ccc(F)cc1
  0.0% | 26%[38.3 µM] | 26% | -6% | 3% | 2% | 7%[46.1 µM]

Source: PubChem
